Compound activity as filed in PubChem.
SUMO HTRF inh – blocks human SUMOylation mediated by UBC9 | HTRF SUMOylation assay, SAE1/SAE2 + UBC9, in vitro | inhibition, % at 35 µM | actives 0.36% (n = 290,000) | AID 2006; in the data active = inhibition above about 50%, passing the limit was not always enough; also: strong numbers were not always called active
Target sequence (P63279 whole entry, looked up): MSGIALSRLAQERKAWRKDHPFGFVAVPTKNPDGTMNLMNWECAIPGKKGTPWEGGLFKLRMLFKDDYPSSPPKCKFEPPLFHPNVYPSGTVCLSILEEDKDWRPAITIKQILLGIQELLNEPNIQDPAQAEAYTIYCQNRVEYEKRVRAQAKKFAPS
FID counter – displaces DNA intercalator in HCV helicase counter-screen; DNA fluorescent intercalator displacement, fluorescence; inhibition, % at 7.9 µM; actives 0.17% (n = 290,000); AID 1845; in the data active = inhibition above about 37%;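 also: 0% = vehicle and 100% = reference compound; higher means more ethidium bromide displaced from hairpin DNA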
M18AAP inhibitor – PfM18AAP enzyme inhibition | recombinant PfM18AAP, H-Glu-NHMec fluorogenic cleavage | inhibition, % at 7.35 µM | actives 1.2% (n = 290,000) | AID 1822;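 active = inhibition above the campaign mean inhibition over all tested compounds plus 3 SD, cut at about 28% in these data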;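 also: 0% = plate median of test compound wells and 100% = 2 mM ZnCl2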
IMP-1 inhibitor – inhibitors of Pseudomonas aeruginosa IMP-1 metallo-beta-lactamase. purified IMP-1, nitrocefin hydrolysis, epi-absorbance fluorescence. inhibition, % at 5.6 µM. actives 0.45% (n = 290,000). AID 1556;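 active = inhibition above the mean plus 3 SD of all compounds in the same screening run, cut at about 4.5% in these data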;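 also: 0% = IMP-1 with DMSO and 100% = DMSO wells lacking enzyme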
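System – purified recombinant IMP-1 beta-lactamase · Input – IMP-1 dispensed at 0.2 nM · Timing – 15 min preincubation plus 25 min reaction at 25 °C · Signal – Epi-absorbance fluorescence, 480 nm excitation, 530 nm emission · Measure – percent IMP-1 inhibition derived from blank-referenced optical density · Controls – Enzyme-plus-DMSO low control, enzyme-free DMSO high control · Replication – singlicate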
NS3 helicase inh – inhibitors of Hepatitis C virus NS3 helicase | inhibition, % at 10.9 µM | actives 0.56% (n = 290,000) | NS3 helicase DNA unwinding, Cy5 molecular beacon fluorescence;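 active = inhibition above the mean of all tested compounds plus 3 SD, set per campaign, cut at about 35% in these data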;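 also: 0% = DMSO wells and 100% = thioflavine S control wells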
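test system = hepatitis C virus NS3 helicase domain fragment enzyme | reagent = annealed dual-labelled DNA beacon duplex, ATP-started | times = 1 h at 25 °C | detection = Cy5 fluorescence, 0 and 60 min reads | read-out basis = percent inhibition from t60/t0 fluorescence ratio | control set = DMSO and thioflavine S | replication = one well per compound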
IDE inh – cellular human IDE inhibition | P14735 | HEK cells, FAbetaB cleavage, fluorescence polarization | inhibition, % at 5.59 µM | actives 0.41% (n = 320,000);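 active = percent inhibition above the average of all tested compounds plus 3 SD, set per screening campaign, cut at about 16% in these data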;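 also: IDE supplied by intact live HEK cells; FP after avidin binding of uncleaved biotin substrate so inhibition keeps polarization high; 0% = DMSO wells and 100% = 60 µM reference IDE inhibitor Ii1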
p-CIP stab down – lowers stability of the mouse p/CIP coactivator protein; actives 0.01% (n = 290,000); Q05BA5; decrease of EGFP signal, % at 10 µM; F442A p/CIP-EGFP cells, EGFP fluorescence, 16 h;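 active = EGFP signal decrease of at least 30% at 10 µM or well 3 SD below plate mean, unless failing retest; inactive = the rest, including hits failing retest or dose response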; also: some compounds called inactive have numbers as strong as hits; many of its hits are not listed in these tables
IDE act – activators of human insulin-degrading enzyme in cells. activation, % at 5.96 µM. HEK cells, FAbeta-B cleavage, fluorescence polarization; 0% vehicle, 100% cell-free pure enzyme wells. AID 493087. actives 0.073% (n = 340,000). P14735;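 active = activation above the mean of all tested compounds plus 3 SD, set per screening campaign, cut at about 17% in these data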
VIM-2 inhibitor – inhibitors of Pseudomonas aeruginosa VIM-2 metallo-beta-lactamase; purified VIM-2, nitrocefin hydrolysis, epi-absorbance fluorescence; inhibition, % at 5.6 µM; actives 0.89% (n = 290,000);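 active = inhibition above the mean of all tested compounds plus 3 SD, cutoff set per screening run, cut at about 7.5% in these data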;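 also: red hydrolysis product quenches plate fluorescence so inhibitors raise well fluorescence; 0% = enzyme with DMSO and 100% = DMSO without enzyme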
Numbers without * were called inactive; nt = not tested or not shown.

SMILES | SUMO HTRF inh | FID counter | M18AAP inhibitor | IMP-1 inhibitor | NS3 helicase inh | IDE inh | p-CIP stab down | IDE act | VIM-2 inhibitor
Cc1cccc(C(C(=O)NC2CCCC2)N(C(=O)c2csnn2)C2CCCC2)c1 (configuration not stated) | 5.4 | -34.8 | -15.0 | -1.7 | -14.1 | -0.4 | -1.1 | 5.0 | -1.3
Cc1ccn2c(CN(C)CCn3nc(C)cc3C)c(C(=O)N3CCCCCC3)nc2c1 | 3.3 | -23.6 | -3.5 | -2.1 | 3.2 | 1.4 | 6.3 | 2.8 | -2.0
O=C(c1cc(-c2cccc(Cl)c2)on1)N1CCOCC1 | -4.6 | -12.7 | 3.1 | -4.0 | -2.6 | -1.5 | -5.5 | 2.0 | -1.6
Cc1cccc(/C(N)=N/OC(=O)COc2ccc(Cl)c(C)c2)c1 | -17.5 | -0.2 | -3.8 | 0.1 | 5.8 | -2.4 | -9.4 | 3.0 | -0.5
Nc1nc2ccccc2[nH]1 | -7.2 | -3.5 | -4.9 | -4.8 | 21.9 | nt | 8.4 | 3.0 | -3.1
COc1ccc2nc(Nc3ccccc3OC)sc2c1 | -20.3 | 2.5 | 2.4 | -2.2 | -7.9 | -7.8 | -4.4 | 6.6 | 0.7
OC1CCCN(Cc2ccc3ccc4cccc5ccc2c3c45)C1 (configuration not stated) | -0.2 | 32.8 | 0.3 | -0.5 | -0.3 | -1.2 | 2.0 | 1.5 | 1.6
COC(=O)c1sc2ccccc2c1-n1cccc1C(=O)C(=O)Nc1ccc(Cl)cc1 | -15.7 | -6.6 | -0.1 | -0.9 | -6.2 | 9.6 | -6.9 | 4.4 | -2.9
COc1cc(OC)cc(C(=O)N2CCC(C(=O)N3CCOCC3)CC2)c1 | 15.9 | -7.5 | -15.5 | -2.6 | -7.5 | -6.9 | -6.8 | -3.2 | -1.0
C=CCNC(=S)N/N=C(\C)c1ccc(-n2ccnc2)cc1 | 16.8 | 7.2 | -2.2 | -1.0 | -9.6 | 4.0 | 3.6 | -0.1 | 66.4*
CC(C)(O)C#Cc1ccc(C(=O)N2CCN(c3ccc(F)cc3)CC2)cc1 | -2.1 | -36.3 | -9.2 | 2.0 | 1.2 | 3.0 | -0.2 | 8.0 | 1.0
C=CCNC(=O)NC(=O)COC(=O)c1ccccc1Sc1ccc(C(F)(F)F)cc1[N+](=O)[O-] | 2.8 | 0.5 | -10.5 | -0.7 | 0.9 | 1.4 | 3.4 | 1.3 | 0.5
O=C(c1ccccc1)c1ccc(OCCCN2CCCC2)cc1 | 23.6 | 9.3 | 6.0 | -4.8 | -34.2 | -4.2 | -6.6 | 2.2 | -2.4
O=C(NNc1cccc(Cl)n1)c1ccccc1CC[N+](=O)[O-] | 10.9 | 4.5 | 25.1 | -2.8 | 9.6 | -1.2 | 1.3 | 2.0 | -2.5
COC(=O)C1CN(C(=O)COc2ccc(Cl)c(C)c2)c2ccccc2O1 (configuration not stated) | -12.9 | -27.1 | -8.8 | -1.0 | -16.7 | 4.2 | 5.8 | 2.1 | 0.1
COc1ccc(C2=C(C=Nc3c(C)n(C)n(-c4ccccc4)c3=O)C(c3ccccc3C)c3ccccc3O2)cc1OC (configuration not stated) | 11.3 | -9.6 | -11.3 | 0.0 | -5.3 | 0.8 | -18.8 | 11.7 | -1.0
Cc1ccc(-n2ncc(C(=O)N3CCN(C(=O)c4ccco4)CC3)c2C2CCN(C(=O)OC(C)(C)C)CC2)cc1C | nt | -56.5 | 3.1 | -2.2 | -4.6 | 1.4 | -10.7 | 3.3 | -1.4
COc1ccc(S(=O)(=O)NCCSCc2cccs2)cc1 | 9.3 | -12.7 | -6.7 | -2.5 | 0.9 | 3.3 | 2.3 | 4.8 | -0.3
O=C(CNc1cccc2ccccc12)N/N=C/c1ccc(C(=O)O)cc1 | 76.6* | -23.4 | 2.4 | -2.0 | 17.7 | -1.4 | 4.5 | 2.6 | -3.4
Cn1nnnc1SCC(=O)N1CCN(C(=O)c2ccco2)CC1 | -5.0 | 9.6 | -3.7 | -1.1 | 5.0 | -4.5 | -0.8 | 1.6 | -0.1
O=C1c2ccccc2-c2ncnc3cccc1c23 | nt | -0.6 | -0.5 | -4.9 | 3.6 | nt | nt | nt | -2.1
Cc1ccc(-c2nc(CN(C)C(C3CC3)C3CC3)c(C)o2)cc1 | 5.7 | -4.0 | 1.1 | -2.5 | 6.2 | -1.9 | -9.1 | 0.1 | -1.5
NC(=O)CCN1CCN(Cc2nc(C(c3ccccc3)c3ccccc3)no2)CC1 | 8.9 | 4.5 | 3.1 | -2.3 | -8.0 | 3.4 | 0.5 | 6.2 | -2.3
Clc1cc(Br)ccc1OCCCn1ccnc1 | 10.5 | 8.6 | 7.3 | -3.5 | -3.9 | 8.4 | -2.6 | 2.1 | -2.1
NNc1nc(NCc2ccccc2)nc(N2CCOCC2)n1 | 19.7 | -18.1 | 25.4 | -2.6 | -7.8 | 1.1 | -1.5 | 3.9 | -3.6
CN1CCN(C(=O)/C(=C\c2ccccc2)c2ccccc2)CC1 | -6.9 | 4.2 | -0.3 | -1.0 | -2.7 | -0.3 | 2.4 | -0.4 | -1.8
COc1cccc(N2CCN(c3ccc4nnc(CCC(=O)Nc5ncccc5C)n4n3)CC2)c1 | 6.8 | -41.4 | 1.3 | -4.5 | 8.1 | 2.4 | 0.9 | 1.3 | -0.8
CCn1c(CC(=O)Nc2ccccc2F)nnc1SCC(=O)NC1CCCCC1 | 3.8 | -21.8 | 3.2 | -3.6 | -1.3 | 1.2 | -7.7 | -0.3 | -3.8
Cc1ccc(Cn2cc(S(=O)(=O)c3ccc(C(C)C)cc3)c(=O)c3cc4c(cc32)OCO4)cc1 | 7.3 | -7.3 | 1.7 | -1.9 | -3.1 | 3.2 | -14.9 | 3.4 | -2.8
Cc1cc(C)cc(NC(=O)COC(=O)CN=C2NS(=O)(=O)c3ccccc32)c1 | 11.2 | 2.1 | -12.1 | -0.8 | -1.9 | 1.6 | -10.8 | 1.0 | -1.6
CCOc1ccc(-n2c(-c3ccccc3)c[n+]3c2CCC3)cc1 | -3.3 | -1.3 | -2.1 | -2.3 | 4.9 | -4.7 | -13.9 | -1.4 | -1.1
Cc1ccc(-c2nc3ccccc3s2)cc1NC(=S)NC(=O)c1ccccc1 | 30.5 | -1.2 | 0.0 | -5.2 | 10.6 | 4.3 | 1.8 | -0.2 | -1.7
CCCNNC(=O)C(O)(c1ccccc1)c1ccccc1 | -4.2 | 1.9 | -6.5 | -2.4 | -6.8 | -4.5 | 2.6 | 3.4 | -4.1
CC1(C)CC(NC(=O)N2c3ccccc3Sc3ccccc32)CC(C)(C)N1 | -11.9 | 15.9 | -1.1 | -4.0 | -33.9 | -3.0 | 12.4 | -6.2 | -4.0
Cn1c(SCC(=O)N2CCOCC2)nnc1-c1cccc(NC(=O)c2ccccc2)c1 | -3.6 | -12.5 | -7.0 | -0.9 | -1.7 | -5.1 | -2.1 | 3.5 | -0.8
C[C@]12CC[C@@H]3c4ccc(O)cc4C(=O)C[C@H]3[C@@H]1CC[C@@H]2O | 4.6 | -0.9 | -6.6 | 0.4 | 8.0 | 2.0 | -2.6 | 2.3 | 2.6
CCNC(=S)N(Cc1ccco1)Cc1cc2cc3c(cc2[nH]c1=O)OCCO3 | 1.8 | -7.8 | -2.9 | -2.1 | 12.2 | 4.9 | -1.2 | -1.4 | -3.7
O=C(Nc1nccs1)c1ccc2c(=O)n3c(nc2c1)CCCCC3 | 1.8 | -5.8 | 3.6 | -5.0 | -7.2 | 9.6 | -0.9 | -0.4 | -0.5
CCCCOc1cccc(C(=O)Nc2ccc(NC(=O)c3cccs3)cc2)c1 | 13.6 | -6.2 | -5.1 | -1.5 | -1.9 | -8.5 | 2.7 | -1.6 | -0.9
CCc1nnc(NC(=O)CSc2nnc(Cc3ccc(OC)cc3)o2)s1 | -0.4 | -29.9 | 41.2* | 0.7 | 7.5 | -4.2 | 0.7 | 0.1 | -1.6
CC(C)(C)C(=O)Nc1cccc(-c2nc3ccccc3c(=O)o2)c1 | -26.2 | -21.8 | -3.5 | -1.9 | -1.5 | -1.4 | -5.4 | 0.7 | -2.1
Cc1ccc(C(=O)N/C(=C/c2ccco2)C(=O)OCN2C(=O)c3ccccc3C2=O)cc1 | 19.1 | -9.2 | -1.6 | -1.4 | 17.0 | 5.2 | 0.5 | -0.3 | -1.0
CCn1c(SCC(=O)N/N=C/c2ccc(C)s2)nc2ccccc21 | 17.4 | -17.3 | 2.5 | -4.3 | -2.7 | -4.7 | -0.6 | -4.8 | -2.0
O=C(Nc1ccc(F)cc1)C(NC1CCCCC1)c1ccccc1 (configuration not stated) | 3.7 | -16.6 | -2.7 | -2.7 | -8.0 | -1.2 | 17.1 | 2.1 | -0.6
CCn1c(=O)c([N+](=O)[O-])c(NCCCn2ccnc2)c2ccccc21 | 7.2 | 2.4 | -15.7 | -3.9 | -2.7 | 8.7 | 0.9 | -3.5 | 0.9
Cc1ccc(CNS(=O)(=O)c2ccc3c(c2)OCCO3)cc1 | 23.5 | -2.7 | 1.2 | -4.6 | 0.3 | -1.6 | -3.4 | 4.3 | -1.8
Cc1ccc(NC(=O)c2ccco2)cc1NC(=O)CSc1nnc(-c2cccs2)n1C | 7.6 | -16.8 | -6.2 | -4.9 | -8.4 | -3.9 | -12.6 | 1.1 | 0.3
CC(C)(C)c1ccc(OCC(O)CN(CCO)CC(O)Cn2ccc3ccccc32)cc1 (configuration not stated) | 4.9 | 0.0 | 3.5 | -3.7 | -20.8 | -0.1 | 3.1 | 2.1 | -2.5
COc1ccc(C2CC(c3ccccc3)=NN2C(=O)COC(=O)c2cc(S(=O)(=O)N3CCOCC3)ccc2F)cc1 (configuration not stated) | -18.9 | -8.0 | 7.0 | 2.1 | -19.7 | -2.3 | 0.6 | -0.6 | -3.1
O=C(COc1ccccc1)Nn1c(-c2ccccc2)nc2ccccc2c1=O | 5.6 | -6.5 | -0.9 | -3.2 | 5.3 | -0.7 | -1.3 | 10.4 | -2.9
COc1cccc(CNS(=O)(=O)c2ccc3c(c2)C(C)(C)C(=O)N3C)c1 | nt | -11.6 | -15.1 | -1.3 | 1.3 | -0.4 | -14.8 | 4.6 | -2.2
c1ccc(-c2cc3c(-n4cccc4)ncnc3o2)cc1 | 8.2 | -11.6 | 8.0 | -4.6 | 30.1 | 7.2 | 10.0 | -1.8 | -0.1
O=C(CN(Cc1ccccc1)S(=O)(=O)c1ccc(Br)cc1)NCC1CCCO1 (configuration not stated) | 6.4 | -31.0 | -7.3 | -1.5 | -6.0 | 1.0 | 0.7 | -0.6 | -0.7
